# ZTA counter: blocks Epstein-Barr virus ZTA, an EBNA-1 counter-screen | P03206 | ZTA-DNA binding, fluorescence polarization | inhibition, % at 11 µM | 320,000 tested, 0.15% active; in the data active = inhibition above about 33%
# Target sequence (P03206 whole entry, looked up): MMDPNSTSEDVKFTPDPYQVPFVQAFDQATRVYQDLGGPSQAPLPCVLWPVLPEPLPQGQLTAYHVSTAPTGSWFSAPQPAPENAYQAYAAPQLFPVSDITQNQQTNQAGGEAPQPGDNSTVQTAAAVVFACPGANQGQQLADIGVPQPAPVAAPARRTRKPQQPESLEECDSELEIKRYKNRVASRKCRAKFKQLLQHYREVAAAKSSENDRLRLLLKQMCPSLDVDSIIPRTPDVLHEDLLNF
# GASC-1 inh: inhibitors of human GASC-1 (JMJD2C) demethylase; Q9H3R0; GST-JMJD2C(1-420) H3K9me3 demethylation, DELFIA europium; inhibition, % at 2.35 µM; 330,000 tested, 0.069% active;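 active = more than half of a compound's replicate wells show inhibition beyond 50%, single wells judged on their own value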;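 also: signal counts dimethyl H3K9 product captured on neutravidin plate; 0% = median of DMSO wells and 100% = 0.3 times that DMSO median; strong numbers were not always called active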
# Target sequence (Q9H3R0 1-420 limits assumed): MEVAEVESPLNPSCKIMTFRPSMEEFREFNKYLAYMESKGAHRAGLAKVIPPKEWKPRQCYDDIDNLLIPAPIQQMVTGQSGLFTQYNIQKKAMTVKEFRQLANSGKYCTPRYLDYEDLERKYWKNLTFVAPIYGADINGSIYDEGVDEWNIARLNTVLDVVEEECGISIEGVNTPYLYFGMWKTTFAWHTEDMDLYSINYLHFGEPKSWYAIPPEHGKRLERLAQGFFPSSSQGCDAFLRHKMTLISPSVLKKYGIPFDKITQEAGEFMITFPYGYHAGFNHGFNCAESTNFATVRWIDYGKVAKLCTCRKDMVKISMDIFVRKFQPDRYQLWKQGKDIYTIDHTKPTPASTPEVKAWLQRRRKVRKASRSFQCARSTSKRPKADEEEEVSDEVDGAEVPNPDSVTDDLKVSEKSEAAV
# TPT1 inh: C. albicans TPT1 enzyme inhibition | recombinant caTPT1, FP RNA substrate dephosphorylation | AID 1962 | inhibition, % at 5 µM | 300,000 tested, 0.81% active;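 active = inhibition above the mean of all tested compounds plus 3 SD, set per screening campaign, cut at about 24% in these data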;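 also: plate controls were DMSO alone for no effect and ferristatin control at 100 nM for full effect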
# HCV core dimer: blocks dimerization of HCV core protein. TR-FRET GST/Flag-core106 dimerization, 1536-well. inhibition, % at 5 µM. 300,000 tested, 0.33% active;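 active = inhibition above the mean of all tested compounds plus 3 SD, set per screening campaign, cut at about 45% in these data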
#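 Assay system – GST-tagged and Flag-tagged HCV core protein residues 1-106 · Quantity – core106 proteins, GST 13.5 nM and Flag 17 nM · Benchmarks – unlabelled core106 and no-GST-core106 wells · Read-out basis – percent inhibition of core106 dimerization signal · Detection – time-resolved FRET, ex 340 nm, em 617 and 671 nm · Schedule – 4 h at 22.5 °C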
# CR mimetic SO: caloric restriction mimetics inhibiting age-related superoxide in yeast; S. cerevisiae aged cells, superoxide DHE fluorescence; stronger effect = lower value; superoxide response (% of plate mean), % at 10 µM; 330,000 tested, 0.18% active; AID 2690;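 active = superoxide response under a set limit, about three screen SD below normal, cut at about 65% in these data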;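 also: yeast aged for seven days with compound at 30 °C before DHE staining; 100% = average MFI of all compound-treated wells on the plate with controls excluded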
# Fh CTSL1 inh: counter-screen for PFM18AAP inhibitors: inhibitors of F. hepatica cathepsin L1. recombinant F. hepatica cathepsin L1, Z-Leu-Arg-MCA fluorescence. 300,000 tested, 0.49% active. inhibition, % at 5.96 µM;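 active = inhibition above the mean of all tested compounds plus 3 SD, set per screening campaign, cut at about 17% in these data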;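 also: 0% = plate median of test compound wells and 100% = 1 µM Z-Phe-Ala-diazomethylketone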
# PP1 counter: blocks human PP1-alpha phosphatase, a PP5 counter-screen; AID 2235; purified PP1alpha, OMFP fluorescence; 320,000 tested, 0.9% active; inhibition, % at 6.7 µM;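 active = inhibition above the mean inhibition of all tested compounds plus 3 SD, computed separately for each screening campaign, cut at about 15% in these data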
# Target sequence (P62136 whole entry, looked up): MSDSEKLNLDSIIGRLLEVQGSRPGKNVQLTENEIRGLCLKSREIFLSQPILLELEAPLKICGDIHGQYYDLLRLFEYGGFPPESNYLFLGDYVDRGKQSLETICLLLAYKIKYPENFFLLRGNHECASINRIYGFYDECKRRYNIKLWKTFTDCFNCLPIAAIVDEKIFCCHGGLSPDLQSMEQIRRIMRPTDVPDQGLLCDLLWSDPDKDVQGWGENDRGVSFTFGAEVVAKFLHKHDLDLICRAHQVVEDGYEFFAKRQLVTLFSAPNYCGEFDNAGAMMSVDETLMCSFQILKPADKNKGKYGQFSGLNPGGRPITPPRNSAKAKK
# PP5 inh: PP5 (human) phosphatase inhibition | purified PP5c, OMFP substrate fluorescence | inhibition, % at 6.7 µM | 320,000 tested, 0.18% active;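 active = inhibition above the campaign's mean inhibition across all tested compounds plus 3 SD, cut at about 9.5% in these data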;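 also: 0% = DMSO only and 100% = 100 µM cantharidin control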
# EBNA-1 inhibitor: blocks EBNA-1 binding to DNA; EBNA-1 DNA binding, fluorescence polarization; inhibition, % at 14.8 µM; 300,000 tested, 0.34% active; in the data active = inhibition above about 28%
# Numbers without * were called inactive; . = not tested or not shown.
no.	structure	ZTA counter	GASC-1 inh	TPT1 inh	HCV core dimer	CR mimetic SO	Fh CTSL1 inh	PP1 counter	PP5 inh	EBNA-1 inhibitor
1	CCC(=O)N(CCc1ccccc1C)Cc1cc2ccc(C)cc2[nH]c1=O	-21	2	-1	13	97	-2	-3	2.5	-6
2	COc1ccc(NC(=O)CSc2nncn2N)c(OC)c1	10	9	-1	-8	99	5	-2	-0.7	2
3	CCC(C)/C(C)=N/Nc1ccc(S(N)(=O)=O)cc1[N+](=O)[O-] (configuration not stated)	-10	7	-8	1	98	11	6	0.7	0
4	COc1ccc(NC(=O)CSc2nnc(NC(=O)CN3CCOCC3)s2)cc1	-7	-3	-2	13	87	-4	-3	-2.4	-22
5	Cc1n[nH]c(C)c1CCCCOc1ccccc1[N+](=O)[O-]	3	-2	0	-11	100	4	-6	1.1	-1
6	O=C1Nc2ccc(S(=O)(=O)N3CCCC3)c3ccc(S(=O)(=O)N4CCCC4)c1c23	-10	1	-3	-5	101	0	-2	3.0	3
7	C=CCNC(=O)c1ccccc1Cl	0	-2	-1	-9	99	1	-1	0.7	6
8	O=C(NCCCO)C(=O)Nc1cc2c3c(c1)CCN3C(=O)CC2	13	0	1	-8	128	2	1	1.6	-23
9	COc1ccc([C@H]2CC(=O)C=C(c3cc4ccccc4c4ccccc34)C2)cc1	5	4	.	.	97	.	3	2.5	.
10	CC(=O)N1CCC(N(CCN2CCOCC2)C(=S)Nc2c(C)cccc2C)CC1	-28	-3	-2	-6	107	-1	-4	2.2	-17
11	CCC(C)(C)NC(=O)c1ccc(S(=O)(=O)N(C)c2ccccc2OC)cc1	-3	3	-3	3	110	1	-1	-1.2	-13
12	COc1ccc(-c2cc(C(F)(F)F)nc(SCCC(=O)NCc3ccco3)n2)cc1	-6	31	-2	11	98	9	2	1.4	-1
13	CC(Oc1ccccc1F)C(=O)NCCN1CCCCC1 (configuration not stated)	-8	-7	-5	1	91	-2	-5	-0.2	10
14	O=C1[C@@H]2C(c3cccnc3)=NO[C@@H]2C(=O)N1c1ccc2ccccc2c1	-6	-3	-1	2	81	-6	-2	2.7	5
15	CCN1CCN(C(=O)CCc2nnc3ccc(N4CCN(c5cccc(OC)c5)CC4)nn23)CC1	-6	-3	2	9	128	2	-3	2.3	-14
16	CCC(C)c1ccccc1N1CC(C(=O)Nc2cc(S(=O)(=O)N3CCOCC3)ccc2OC)CC1=O (configuration not stated)	-11	0	-1	25	114	-5	1	0.2	2
17	CC(=O)c1ccc(NC(=O)CSc2nnc(Cn3c(=O)sc4ccccc43)n2C)cc1	6	-1	-1	2	98	0	-2	1.1	5
18	CN1C(=O)Cn2c1nc1ccccc12	13	5	3	-3	93	1	-3	-2.2	5
19	CCCCCn1c(=O)[nH]c2cc(C(=O)NCCCN3CCCCC3C)ccc2c1=O (configuration not stated)	-6	2	1	6	94	-1	-1	-0.8	2
20	O=C(/C=C/c1ccc(Cl)cc1Cl)NCCSCc1ccccc1	7	-9	1	7	104	-1	3	4.1	5
21	CCOc1ncccc1C(=O)OCC(=O)Nc1ccc(S(=O)(=O)N2CCCC2)cc1	-8	1	.	.	86	.	1	2.3	.
22	O=S(=O)(NC1=NCCCCCC1)c1cccs1	3	3	0	-2	99	-3	-3	0.6	-4
23	COc1ccccc1NC(=O)COC(=O)c1cnc(C)cn1	-3	10	-4	-4	101	-6	3	4.2	-13
24	O=C(Nc1ccc(-n2cnnn2)cc1)c1cn2ccccc2n1	0	7	1	0	102	6	-3	0.7	-7
25	COc1ccc(C(=O)NNC(=O)CCC(=O)NNC(=O)c2ccc(OC)cc2)cc1	17	37	-6	-3	96	-1	-1	-2.1	3
26	COc1cccc(C(=O)N2CCC(O)(c3cccnc3)CC2)c1	-2	-8	-3	1	96	1	-3	4.2	4
27	CCCCNC(=O)c1ccc(NC(C)=O)c(Cl)c1	2	3	-9	-1	89	-1	1	-0.1	-5
28	Cn1c(SCC(=O)NC(=O)NCc2ccccc2)nnc1C(F)(F)F	-7	-3	.	.	96	.	-3	-1.0	.
29	COC(=O)C1(CC2CC(c3ccc(Cl)cc3)=NO2)CCN(C(=O)OC(C)(C)C)CC1 (configuration not stated)	13	0	-1	-7	.	1	3	4.2	-1
30	CCOC(=O)C(=Cc1ccc(-c2ccsc2C(=O)OC)o1)C(=O)OCC	-5	-2	1	3	92	1	-1	2.5	1
31	CCCCOn1c(C)c(C(=O)OCC)c2c3nonc3ccc21	-10	3	-4	-1	95	2	-2	2.2	-3
32	Cc1cc(N2CCCC2)ccc1NC(=O)CN1C(=O)NC(C)(c2ccccc2)C1=O (configuration not stated)	4	5	-1	-5	111	-2	-3	3.0	-7
33	O=C1c2cccc3cccc(c23)C(=O)N1CCCN(C(=O)c1cccs1)c1cccc(F)c1	-12	-5	0	1	78	-2	-2	-0.4	-5
34	CCN(CC)S(=O)(=O)c1ccc(N(C)CCc2ccc(OC)c(OC)c2)nc1	-13	3	-1	-2	91	-1	3	0.9	-6
35	CC(=O)N(c1ccccc1)C(C)c1nc(C#N)c(C#N)nc1C (configuration not stated)	-5	2	-4	4	120	-5	-4	3.8	2
36	O=C(NS(=O)(=O)Nc1ccccn1)c1c[nH]c2ccccc12	12	6	-1	2	111	0	-1	1.0	9
37	CN(C)c1ncccc1-c1nc2ccccc2s1	-9	-102	-5	2	105	2	0	-0.8	-14
38	CCCC(NS(=O)(=O)c1ccc(C)cc1)C(=O)O (configuration not stated)	21	6	-3	4	90	2	1	-0.3	6
39	COc1ccc(-c2csc3nc(C)nc(N4CCN(c5ccc(C(C)=O)cc5)CC4)c23)cc1OC	11	-6	-2	14	86	3	1	0.0	4
40	COc1ccccc1NC(=O)COc1ccc(Br)cc1CNCCCN1CCOCC1	-2	13	1	-1	90	-2	0	-0.3	-10
41	O=C(Nc1ccc(N2CCOCC2)c(Cl)c1)C1CCCCC1	-6	33	-3	-1	108	0	-1	1.3	16
42	CCN(CC)C(=O)Cn1cc(C(=O)C(=O)NCC2COc3ccccc3O2)c2ccccc21 (configuration not stated)	5	.	0	6	104	2	-2	-0.1	2
43	O=C(Nc1ccc(Cl)cc1)c1cc2nc(-c3ccco3)cc(C(F)(F)F)n2n1	-11	6	2	28	103	1	1	2.8	2
44	Cc1onc(-c2c(Cl)cccc2Cl)c1C(=O)N1C=CC(C(F)(F)F)=NCC1	-34	0	-6	-1	123	1	-2	3.3	-12
45	Nc1nc(SCC(=O)NCC2CCCO2)[nH]c(=O)c1NC(=O)c1ccco1 (configuration not stated)	-4	5	-1	-8	87	2	0	1.4	-3
46	Cc1ccc(C(=O)CCC(=O)NCc2ccccc2)cc1	-23	-4	-1	-8	114	-4	0	0.6	-6
47	CCN(CC(=O)Nc1ccccc1C(F)(F)F)C(=O)CCc1nc2ccccc2c(=O)[nH]1	-1	6	-2	-1	103	-2	-1	3.0	-3
48	Cc1nn(CCCC(=O)NC2CCC(C)CC2)c(=O)c2nn(-c3ccccc3)c(C)c12 (configuration not stated)	12	9	0	7	98	-2	-2	-1.9	13
49	Cn1c(CNc2nc3ccccc3n2CCN2CCCCC2)nc2ccccc21	6	3	3	8	105	-1	-1	1.1	2
50	CCS(=O)(=O)c1cc([N+](=O)[O-])c(Sc2ccccc2N)s1	-6	2	1	40	99	-1	3	-1.3	12
51	COc1cc2c(C)nc3c(c(C)nn3-c3ccccc3)c2cc1OC	7	-4	-2	1	124	-4	-8	-0.2	1
52	CC(=O)Nc1cc(C)c2nc(NC(C)=O)sc2c1	-14	28	-5	-6	84	0	-1	0.9	1
53	O=C(N/N=C/c1cccnc1)c1ccc2c(c1)OCCO2	5	4	1	6	77	-4	-2	0.8	9
54	CC(=O)/C=C/n1c(=S)oc2ccccc21	16	3	1	7	105	0	3	2.2	-5
55	Cc1cc(C)nc(OC(C(=O)O)C(OCCC(C)C)(c2ccccc2)c2ccccc2)n1 (configuration not stated)	-1	20	-4	10	88	-1	2	0.6	15
56	COC(=O)C(Cc1c[nH]c2ccccc12)NC(=O)c1ccccc1Br (configuration not stated)	-1	-5	2	-1	93	-2	-1	0.4	-7
57	N#Cc1cc(S(=O)(=O)c2ccc(Cl)cc2)c(N)[nH]c1=O	20	3	4	5	103	0	-1	0.3	12
58	N#CCc1ccc(OC(=O)c2cccnc2Cl)cc1	-6	-11	-1	-10	90	-1	-2	0.3	-1
59	CC(C)CC(C)N1CCC(n2nccc2NC(=O)CCc2ccccc2)CC1 (configuration not stated)	-3	-10	-1	-7	101	3	-1	0.5	-8
60	CC(C)(C)c1ccc(C(=O)NCC(=O)OCC(=O)N2CCCC2)cc1	4	-9	.	.	99	.	-2	3.1	.

# (list continues)
no.	structure	ZTA counter	GASC-1 inh	TPT1 inh	HCV core dimer	CR mimetic SO	Fh CTSL1 inh	PP1 counter	PP5 inh	EBNA-1 inhibitor
61	CNS(=O)(=O)c1cccc(C(=O)OCC(=O)N2c3ccccc3CC2C)c1 (configuration not stated)	-5	3	-4	0	101	2	-4	-1.1	7
62	CCN(CC)S(=O)(=O)c1ccc(C2=NOC3(C2)N(C)c2ccccc2C3(C)C)cc1 (configuration not stated)	-11	3	-1	2	95	-1	4	3.4	-5
63	CCOc1ccccc1NC(=O)C1Cc2ccccc2CN1S(C)(=O)=O (configuration not stated)	3	-6	4	7	101	-3	3	3.1	2
64	O=C(COc1ccc2c3c(c(=O)oc2c1)CCC3)N[C@@H](CSCc1ccccc1)C(=O)O	6	.	-3	3	101	-3	-7	2.1	-6
65	COc1ccc(C2=NS(=O)(=O)N(C)C(C(=O)N3C(C)CCCC3C)=C2)cc1 (configuration not stated)	6	5	-2	2	91	3	-5	-2.2	11
66	CC1=NN(C(=O)Cc2ccc([N+](=O)[O-])cc2)C(O)(c2cccnc2)C1 (configuration not stated)	-1	4	-3	-3	94	-2	-4	-0.5	8
67	CCOc1ccc(NC(=O)CC2C(=O)N(C)C(=S)N2Cc2ccco2)cc1 (configuration not stated)	2	-7	6	0	92	0	0	-0.5	-12
68	Cc1cc(NC(=O)c2cc(C3CC3)on2)no1	-24	-13	-2	-1	115	-1	-2	5.4	-7
69	Cc1ccc(-c2nnc(SCC#CCOC(=O)c3ccco3)o2)cc1	19	2	3	4	103	-3	1	0.6	5
70	Cc1[nH]c2ccccc2c1/C=N/NC(=O)CNC(=O)c1ccccc1	-8	-3	-1	-9	93	1	-2	-0.3	-2
71	CCOC(=O)c1[nH]c(C)c(CN(Cc2ccco2)C(=O)C(F)(F)F)c1C	23	-3	-3	-1	92	2	6	2.1	6
72	Cn1c(NC(=O)c2cccc(C(F)(F)F)c2)cc(=O)n(C)c1=O	-2	-2	-1	0	95	0	-3	0.6	8
73	Cc1ccccc1-n1c(=O)c2ccccc2n(CC(=O)NCc2ccco2)c1=O	11	4	-3	-2	105	0	3	0.7	5
74	NC(=O)c1cc([N+](=O)[O-])ccc1NCc1ccccn1	-7	-4	-2	2	87	-1	-3	0.9	6

# Rows are unselected (roughly 3.1% active in at least one column).
